PAFAH2 FP inh = inhibitors of human PAFAH2 | recombinant PAFAH2, FP-rhodamine activity probe, fluorescence polarization | Q99487 | 340,000 tested, 0.99% active | inhibition, % at 3.39 µM;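 active = inhibition above the mean over all tested compounds plus 3 SD, cut at about 30% in these data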;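 note: inhibitors block probe labeling of enzyme so polarization drops; 0% = enzyme with DMSO and 100% = wells lacking PAFAH2 protein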
HCV core dimer = blocks dimerization of HCV core protein; TR-FRET GST/Flag-core106 dimerization, 1536-well; inhibition, % at 5 µM; 300,000 tested, 0.33% active;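 active = inhibition above the mean of all tested compounds plus 3 SD, set per screening campaign, cut at about 45% in these data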
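Material: Tagged HCV core106 pair (GST and Flag) | Amount: GST-core106 13.5 nM, Flag-core106 17 nM | Medium: KF-containing HEPES buffer, pH 7.45, DTT, CHAPS, BSA | Reagent: Eu donor and XL665 acceptor anti-tag antibodies | Schedule: 4 h at 22.5 °C | Technique: Time-resolved FRET, ex 340 nm, em 617 and 671 nm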
PP1 inh = blocks human PP1-alpha phosphatase, a PP5 counter-screen; P62136; purified PP1alpha, OMFP fluorescence; inhibition, % at 6.7 µM; 320,000 tested, 0.9% active;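 active = inhibition above the mean inhibition of all tested compounds plus 3 SD, computed separately for each screening campaign, cut at about 15% in these data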
Target sequence (P62136 whole entry, looked up): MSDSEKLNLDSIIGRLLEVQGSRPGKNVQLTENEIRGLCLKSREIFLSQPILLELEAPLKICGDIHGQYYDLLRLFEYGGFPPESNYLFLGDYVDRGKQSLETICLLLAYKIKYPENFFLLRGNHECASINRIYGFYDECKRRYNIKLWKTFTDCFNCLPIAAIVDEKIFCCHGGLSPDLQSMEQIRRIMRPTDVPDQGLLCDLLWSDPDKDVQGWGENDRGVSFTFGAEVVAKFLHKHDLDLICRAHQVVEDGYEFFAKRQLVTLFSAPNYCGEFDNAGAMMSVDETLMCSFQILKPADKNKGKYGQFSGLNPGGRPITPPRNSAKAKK
AHR act = activates the human aryl hydrocarbon receptor. AHR-responsive luciferase reporter cells, luminescence. activation, % at 5 µM. 320,000 tested, 2.5% active. AID 2796; in the data active = activation above about 47%;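 note: 0% = vehicle wells and 100% = reference agonist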
TPT1 inh = C. albicans TPT1 enzyme inhibition; 300,000 tested, 0.81% active; inhibition, % at 5 µM; recombinant caTPT1, FP RNA substrate dephosphorylation;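 active = inhibition above the mean of all tested compounds plus 3 SD, set per screening campaign, cut at about 24% in these data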;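 note: plate controls were DMSO alone for no effect and ferristatin control at 100 nM for full effect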
procasp3 activ = activators of human procaspase-3; P42574; recombinant procaspase-3 D3A, Ac-DEVD-pNA absorbance 405 nm; activation, % at 8.5 µM; AID 463141; 330,000 tested, 0.11% active;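 active = activation above the mean of all tested compounds plus 3 SD, cut at about 21% in these data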;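 note: 0% = DMSO alone and 100% = DMSO wells spiked with extra 5 µM PC-3 D3A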
Target sequence (P42574 whole entry D9A/D28A/D175A): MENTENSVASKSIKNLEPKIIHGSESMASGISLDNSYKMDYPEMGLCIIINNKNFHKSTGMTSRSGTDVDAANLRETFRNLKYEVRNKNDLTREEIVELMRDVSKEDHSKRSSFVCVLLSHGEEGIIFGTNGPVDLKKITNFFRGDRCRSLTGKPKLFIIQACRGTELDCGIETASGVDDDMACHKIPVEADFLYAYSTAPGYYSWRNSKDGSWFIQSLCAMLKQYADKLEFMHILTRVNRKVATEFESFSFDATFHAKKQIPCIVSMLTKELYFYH
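Assay system – Procaspase-3 D3A mutant, all three cleavage aspartates alanine · Controls – DMSO-only low control, 5 µM PC-3 D3A high control · Schedule – 1 h compound preincubation, 2 h substrate hydrolysis at 25 °C · Signal – 405 nm absorbance of p-nitroaniline, reads at 0 and 120 min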
Fh CTSL1 inh = cathepsin L1 inhibition, PFM18AAP counter-screen; recombinant F. hepatica cathepsin L1, Z-Leu-Arg-MCA fluorescence; inhibition, % at 5.96 µM; 300,000 tested, 0.49% active;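 active = inhibition above the mean of all tested compounds plus 3 SD, set per screening campaign, cut at about 17% in these data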;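 note: 0% = plate median of test compound wells and 100% = 1 µM Z-Phe-Ala-diazomethylketone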
proCasp7 act = counter-screen: procaspase-7 (human) activation; activation, % at 8.5 µM; P55210; recombinant procaspase-7, Ac-DEVD-pNA absorbance 405 nm; D23A/D198A/D206A triple mutant, cannot self-cleave; scale: DMSO 0, 5 µM enzyme 100; 330,000 tested, 0.093% active;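 active = percent activation above the screen-wide mean plus 3 SD, cut at about 25% in these data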
Target sequence (P55210 whole entry D23A/D198A/D206A): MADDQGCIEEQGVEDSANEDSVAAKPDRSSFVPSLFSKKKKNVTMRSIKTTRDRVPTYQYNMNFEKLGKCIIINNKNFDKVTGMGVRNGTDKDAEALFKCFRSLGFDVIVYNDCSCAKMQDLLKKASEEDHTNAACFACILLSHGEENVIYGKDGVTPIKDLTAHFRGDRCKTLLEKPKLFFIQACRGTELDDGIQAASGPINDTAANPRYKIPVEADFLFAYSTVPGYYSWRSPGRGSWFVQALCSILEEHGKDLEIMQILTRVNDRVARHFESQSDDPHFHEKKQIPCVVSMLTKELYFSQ
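Assay system – Uncleavable procaspase-7 mutant enzyme · Quantity – 2 µM procaspase-7 mutant as dispensed · Times – 1 h preincubation, 2 h reaction · Dosing – single nominal 8.5 µM compound dose, 0.8% DMSO final · Buffer or medium – Zinc-free 50 mM HEPES buffer, pH 7.4, with NaCl and Triton X-100 · Detection – Epi-absorbance of released pNA at 405 nm, two timepoints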
PP5 inh = PP5 (human) phosphatase inhibition. inhibition, % at 6.7 µM. 320,000 tested, 0.18% active. P53041. purified PP5c, OMFP substrate fluorescence;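 active = inhibition above the campaign's mean inhibition across all tested compounds plus 3 SD, cut at about 9.5% in these data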;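 note: 0% = DMSO only and 100% = 100 µM cantharidin control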
* = called active by the depositor; / = not tested or not shown.

SMILES	PAFAH2 FP inh	HCV core dimer	PP1 inh	AHR act	TPT1 inh	procasp3 activ	Fh CTSL1 inh	proCasp7 act	PP5 inh
COc1ccc(NC(=O)c2cc([N+](=O)[O-])ccc2N2CCN(C)CC2)cc1	6	-3	-3	1	-4	-6	4	-3	2.6
COc1cccc(C2=NN(S(C)(=O)=O)C(c3cccs3)C2)c1 (configuration not stated)	7	4	-2	19	2	3	-7	5	0.5
NS(=O)(=O)c1ccc(CCNc2ncnc3c2c(-c2ccccc2)cn3-c2ccc(F)cc2)cc1	10	19	-1	-1	-2	-4	0	2	1.3
COc1ccc(N(CC(=O)NCCC2=CCCCC2)S(=O)(=O)c2ccccc2)cc1	-2	5	-1	4	2	0	4	6	0.8
COc1ccccc1C(=O)NC(=O)COC(=O)CCS(=O)(=O)c1ccc(C)cc1	0	1	0	-2	-1	-14	-68	-1	0.8
CC(=O)Nc1ccc(NC(=O)COC(=O)/C=C/c2ccc3c(c2)OCO3)cc1	-7	/	-1	1	/	3	/	-4	0.0
O=C1c2ccccc2C(=O)N1c1nc(-c2cccs2)cs1	-1	16	1	3	-3	2	2	-3	2.4
Cc1nc2ccc(NS(=O)(=O)c3ccc(Br)cc3)cc2s1	-3	/	0	2	/	8	/	-6	0.7
CN(C)C(=O)CN1C(=O)C2CC=C(Cl)CC2C1=O (configuration not stated)	-9	2	-3	4	-2	6	-3	-4	0.6
CC(=O)c1ccc(OCC(O)CN(C)Cc2cccs2)cc1 (configuration not stated)	0	0	1	0	-5	3	0	6	-0.1

Among those listed so far, these have four or more nitrogen atoms.
SMILES	PAFAH2 FP inh	HCV core dimer	PP1 inh	AHR act	TPT1 inh	procasp3 activ	Fh CTSL1 inh	proCasp7 act	PP5 inh
COc1ccc(NC(=O)c2cc([N+](=O)[O-])ccc2N2CCN(C)CC2)cc1	6	-3	-3	1	-4	-6	4	-3	2.6
NS(=O)(=O)c1ccc(CCNc2ncnc3c2c(-c2ccccc2)cn3-c2ccc(F)cc2)cc1	10	19	-1	-1	-2	-4	0	2	1.3

(list continues)
SMILES	PAFAH2 FP inh	HCV core dimer	PP1 inh	AHR act	TPT1 inh	procasp3 activ	Fh CTSL1 inh	proCasp7 act	PP5 inh
N#Cc1cc([N+](=O)[O-])ccc1N1CCCC1	0	-7	1	-4	3	-14	-1	-20	2.4
O=S(=O)(/N=C(/Nc1ccccn1)c1ccc(Cl)cc1)c1ccc(Cl)cc1	0	1	1	-4	2	9	-1	-2	-1.6
Cc1c(Cl)cnc(NC(=O)COC(=O)c2ccc3c(c2)OCO3)c1Cl	50*	7	6	3	-5	7	-1	3	3.2
Nc1cc(=O)[nH]c(SCC(=O)NC2CCCc3ccccc32)n1 (configuration not stated)	2	-1	-7	-2	-6	-1	-5	8	0.6
FC(F)(F)C1CC(c2cccs2)Nc2ncnn21 (configuration not stated)	0	-5	-1	-3	3	-10	1	0	0.4
O=C(N/N=C/c1ccc(O)cc1)Nc1cccc2nsnc12	5	-6	-3	9	2	-7	2	-7	1.6
Cc1cc(C)c(NC(=O)c2cc(C(=O)O)ccc2C(=O)O)c([N+](=O)[O-])c1	7	-1	-5	7	-6	-8	-2	-3	0.0
Cc1cc(=O)oc2c(C)c(OC(C)C(=O)N3CC[C@@]4(O)CCCC[C@H]4C3)ccc12 (some centres not stated)	-1	2	-6	-1	-7	-3	-4	3	1.3
Clc1ccc(CSc2snnc2-c2ccccc2)cc1	0	-2	0	-2	-1	4	-2	2	0.3
CC(=O)Nc1cccc(Oc2ncccc2[N+](=O)[O-])c1	-5	-13	-4	3	-1	-6	2	-4	1.7
O=C(CN1C(=O)C2CC=CCC2C1=O)Nc1nc(-c2ccc(F)c(F)c2)cs1 (configuration not stated)	-3	/	/	2	/	14	/	10	/
OCCCCNCc1cc(Br)ccc1OCc1ccccc1	9	5	-1	0	-1	8	-1	9	0.8
COc1ccccc1Cn1c(=S)[nH]c2cc(C(=O)NCCN3CCOCC3)ccc2c1=O	3	-2	4	2	1	6	-1	-3	2.6
CC(C)CCNC(=O)C(c1ccco1)N(C(=O)Cn1nnc2ccccc21)c1ccc2c(c1)OCO2 (configuration not stated)	7	7	-1	0	-5	4	-1	4	0.4
CCOC(=O)CNc1nc(-c2ccncc2)nc2ccccc12	10	0	0	13	-2	-2	-1	0	-0.4
CCN(C(=O)CSc1nc2ccc(OC)cc2[nH]1)C1CCS(=O)(=O)C1 (configuration not stated)	2	-4	-1	1	-6	5	0	-1	0.5
Cn1c(=O)c2nc(-c3ccc(Cl)cc3Cl)oc2c2ccccc21	3	11	-3	6	-1	6	-1	6	-0.6
CCCCOC(=O)Cn1c(=N)n(CCN(CC)CC)c2ccccc21	0	2	0	4	6	-7	1	-2	1.9
COC(=O)CN1C(=O)C(C)(C)Oc2ccc(C(=O)Nc3cccc(OC)c3)cc21	-1	6	-7	6	2	6	2	-1	-0.1
Cc1ccc(Nc2nc(=O)c3cccnc3s2)cc1	12	2	-4	69*	-6	0	3	-3	2.4
COC(=O)c1ccc(NC(=S)N2CCN(C)CC2)cc1	-2	5	-6	2	2	0	-4	-1	-0.1
CC(=O)NC(NC(=S)Nc1cccc(Br)c1)C(Cl)(Cl)Cl (configuration not stated)	-15	1	-2	4	-4	3	-1	-6	0.4
CCOC(=O)c1c(N=CN(C)C)c(C#N)c2n1CCCC2	-5	2	1	14	2	6	1	1	0.5
COc1ccc(NC(=O)C2CCN(C(=O)Nc3ccccc3)CC2)cc1S(=O)(=O)N(C)C	-8	/	-5	0	/	5	/	6	3.6
COC(=O)c1ccc(CN2CCN(CCCc3ccccc3)C(CCO)C2)cc1 (configuration not stated)	1	0	-3	1	1	10	-5	2	1.6
CCn1c(=S)sc2c(=O)n(-c3ccccc3)c(=S)[nH]c21	8	3	0	0	-9	-5	5	-9	0.2
C[C@H]1[C@H](C)CC[C@]2(C)CC[C@]3(C)C(=CC[C@@H]4[C@@]5(C)CC[C@@H](O)[C@](C)(C(=O)O)[C@@H]5CC[C@]43C)[C@H]12	/	-18	-1	-5	0	4	0	-1	-1.0
CC(=O)N1CCN(c2ccccc2NC(=O)c2ccco2)CC1	-2	-20	-1	0	-4	0	3	-3	0.2
CCCc1cc(=O)[nH]c(SCC(=O)Nc2ccc3c(c2)CCC3)n1	6	3	-2	0	2	-9	1	12	-2.6
Cc1cc(-n2ccnc2)n2c(nc3ccccc32)c1C#N	-4	1	0	3	10	-3	-1	5	-0.3
O=C(NC1CC2CCC1C2)c1ccco1 (configuration not stated)	-6	7	0	-1	1	9	-2	4	0.7
CCOC(=O)C1=C(N)n2c(s/c(=C\c3ccco3)c2=O)=C(C(=O)OCC)C1c1ccco1 (configuration not stated)	-12	12	-6	4	6	-13	0	1	-0.3
NC(=O)c1ccccc1NC(=O)/C=C/C(=O)O	-6	-4	0	10	-1	-2	-2	-2	-1.6
O=C(CSc1n[nH]c(=O)[nH]c1=O)N/N=C/c1ccccc1O	1	0	-1	1	-1	2	-1	-5	-2.2
C=CCSc1nnc(NC(=O)c2ccc(S(=O)(=O)NCC3CCCO3)cc2)s1 (configuration not stated)	1	4	2	13	-1	8	3	0	2.2
O=C(COC(=O)CCC(=O)c1ccc(F)cc1)NCc1ccco1	3	0	3	0	-3	4	-49	8	-0.6

Of the compounds above, these have an aryl methoxy group.
SMILES	PAFAH2 FP inh	HCV core dimer	PP1 inh	AHR act	TPT1 inh	procasp3 activ	Fh CTSL1 inh	proCasp7 act	PP5 inh
COc1ccc(NC(=O)c2cc([N+](=O)[O-])ccc2N2CCN(C)CC2)cc1	6	-3	-3	1	-4	-6	4	-3	2.6
COc1cccc(C2=NN(S(C)(=O)=O)C(c3cccs3)C2)c1 (configuration not stated)	7	4	-2	19	2	3	-7	5	0.5
COc1ccc(N(CC(=O)NCCC2=CCCCC2)S(=O)(=O)c2ccccc2)cc1	-2	5	-1	4	2	0	4	6	0.8
COc1ccccc1C(=O)NC(=O)COC(=O)CCS(=O)(=O)c1ccc(C)cc1	0	1	0	-2	-1	-14	-68	-1	0.8
COc1ccccc1Cn1c(=S)[nH]c2cc(C(=O)NCCN3CCOCC3)ccc2c1=O	3	-2	4	2	1	6	-1	-3	2.6
CCN(C(=O)CSc1nc2ccc(OC)cc2[nH]1)C1CCS(=O)(=O)C1 (configuration not stated)	2	-4	-1	1	-6	5	0	-1	0.5
COC(=O)CN1C(=O)C(C)(C)Oc2ccc(C(=O)Nc3cccc(OC)c3)cc21	-1	6	-7	6	2	6	2	-1	-0.1
COc1ccc(NC(=O)C2CCN(C(=O)Nc3ccccc3)CC2)cc1S(=O)(=O)N(C)C	-8	/	-5	0	/	5	/	6	3.6

From PubChem
